# High-throughput results (PubChem)
# GLS inh = blocks human kidney-isoform glutaminase activity | 410,000 compounds, 0.21% hits | Potency, µM (doses to about 45.5 µM), without a hit: top-dose activity change, negative = inhibition, hits mostly inhibitors | GLS enzymatic activity, qHTS titration | O94925; note: potency is the fitted concentration of half-maximal effect; % is set by controls: 0 for no effect and ±100 for the full control effect
#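 Compounds were pin-transferred onto hKGA, after which L-glutamine (1 mM solution) and a detection mix of glutamate oxidase, HRP and Amplex Red were added. Initial and 30 min RT fluorescence reads were collected.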
# 12-LOX inh = inhibitors of human 12S-lipoxygenase ALOX12 | purified 12hLO, xylenol orange hydroperoxide absorbance | AID 1671190 | Potency, µM (series often up to 108 µM), for the others: at the top dose activity change, negative = inhibition, most hits filed as inhibitors | 580,000 compounds, 1.1% hits | P18054; note: potency is the fitted concentration of half-maximal effect; % is set by controls: 0 for no effect and ±100 for the full control effect
#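 Purified human 12hLO (150 nM final) in 25 mM Hepes, 0.01% Triton X-100, pH 7.0 was preincubated 15 min at room temperature with compound. Then 40 uM arachidonic acid was added, 30 min. Hydroperoxide was read by Fe-XO absorbance ratio 573/405 nm.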
# RGS4 inh = blocks human RGS4-accelerated GTP hydrolysis | P49798 | Transcreener GDP fluorescence polarization, RGS4-accelerated GTP hydrolysis | Potency, µM (titrated, usually from 114 µM), for the others: at the highest dose activity change, negative = inhibition, actives largely listed as inhibitors | 390,000 compounds, 0.039% hits; note: potency is the fitted concentration of half-maximal effect; % is set by controls: 0 for no effect and ±100 for the full control effect; nearly all actives have a fitted effect of over 75% in size; some results filed as inactive show a strong effect at the top dose
# Target sequence (P49798 whole entry, looked up): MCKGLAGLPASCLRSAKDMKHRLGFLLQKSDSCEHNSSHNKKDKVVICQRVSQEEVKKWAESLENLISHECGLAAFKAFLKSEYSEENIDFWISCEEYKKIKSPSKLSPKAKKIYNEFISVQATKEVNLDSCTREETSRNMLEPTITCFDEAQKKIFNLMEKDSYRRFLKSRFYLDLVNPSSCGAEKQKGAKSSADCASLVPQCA
#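 MLSMR compounds (23 nl, pin-transferred) preincubated 10 min at room temperature with a 500nM (2x) first reagent, then RGS4 at 900nM (2x) plus Transcreener GDP mix added; fluorescence polarization (620/688 nm) read before and after 90 min at 30 °C.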
# BAZ2B inh = BAZ2B (human) inhibition; AlphaScreen BAZ2B-H3K14Ac peptide displacement; 360,000 compounds, 4.4% hits; Potency, µM (doses to about 114 µM), inactives show at the highest dose activity change, negative = inhibition, usual class: inhibitors; Q9UIF8; AID 504333; note: potency is the fitted concentration of half-maximal effect; % is set by controls: 0 for no effect and ±100 for the full control effect; nearly all actives have a fitted effect of over 60% in size
#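 In this displacement format the biotinylated H3(5-23) peptide acetylated at Lys14 serves as ligand at 50 nM, with BAZ2B at 50 nM in PBS pH 7.4 containing 0.01% Tween-20. Donor and acceptor beads are 10 ug/mL final.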
# HP1b chromo inh = blocks HP1-beta chromodomain binding to methylated histone tails; P83916; AlphaScreen HP1-beta / biotin-H3K9me3 peptide binding; Potency, µM (series often up to 114 µM), for inactives: top-dose activity change, negative = inhibition, actives largely listed as inhibitors; 390,000 compounds, 0.56% hits; AID 540317; note: potency is the fitted concentration of half-maximal effect; nearly all actives have a fitted effect of over 70% in size; inactives centre near 23
#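 HP1-beta protein (50 nM final) preincubated 30 min at room temperature with biotinylated H3(1-18)K9me3 peptide (50 nM) in PBS pH 7.4, 0.01% Tween-20, then compound added for 30 min. AlphaScreen streptavidin donor/nickel chelate acceptor beads (10 ug/mL final), 30 min dark, luminescence read.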
# G9a inh = inhibitors of human histone lysine methyltransferase G9a; Q96KQ7; AID 504332; G9a H3K9 monomethylation, AlphaScreen, 2 h; 350,000 compounds, 8.8% hits; Potency, µM (series often up to 102 µM), for inactives: at the top dose activity, negative = inhibition, usual class: inhibitors; note: potency is the fitted concentration of half-maximal effect; % is set by controls: 0 for no effect and ±100 for the full control effect; nearly all actives have a fitted effect of over 75% in size
# Target sequence (Q96KQ7 913-1193 limits assumed): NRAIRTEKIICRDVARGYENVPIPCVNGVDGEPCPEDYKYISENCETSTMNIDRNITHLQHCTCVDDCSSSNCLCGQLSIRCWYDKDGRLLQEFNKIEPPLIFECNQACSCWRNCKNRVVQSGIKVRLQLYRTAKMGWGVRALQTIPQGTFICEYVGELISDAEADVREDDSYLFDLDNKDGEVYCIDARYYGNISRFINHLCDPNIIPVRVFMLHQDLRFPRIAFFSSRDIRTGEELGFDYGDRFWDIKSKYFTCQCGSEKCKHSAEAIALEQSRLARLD
#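 G9a (20 nM) preincubated 15 min RT with compounds, then 500 nM biotinylated H3K9 peptide and 20 uM SAM added; 2 h RT reaction. Monomethyl-H3K9 product detected by AlphaScreen with anti-H3K9me1 antibody, streptavidin donor and anti-rabbit IgG acceptor beads.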
# PI4K2A block = blocks human PI4K2A kinase activity. Q9BTU6. AID 1346378. purified PI4K2A, ADP-Glo luminescence, 1 h; active compounds read low. activity change, negative = inhibition, % at 76.9 µM. 420,000 compounds, 0.13% hits; in the data active = activity change below about -50%; inconclusive = mostly about -30% to -49%;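 note: -100% = wells without enzyme as full effect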
#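 PI4K2A activity was measured by ADP-Glo luminescence: enzyme (4 ug/mL stock) and phosphatidylinositol (1.2 mM stock) in Tris pH 7.5/MgCl2/EGTA/Triton X-100 buffer were reacted with ATP (300 microM stock) for one hour at ambient temperature.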
# JMJD2A Tudor inh = blocks the human JMJD2A Tudor domain. O75164. AlphaScreen JMJD2A-Tudor / H3K4me3 peptide binding. Potency, µM (doses to about 114 µM), for the others: at the top dose activity change, negative = inhibition, hits mostly inhibitors. 390,000 compounds, 4.4% hits; note: potency is the fitted concentration of half-maximal effect; % is set by controls: 0 for no effect and ±100 for the full control effect; nearly all actives have a fitted effect of over 50% in size
# ERG Ets-DNA blk = inhibitors of human ERG Ets domain-DNA interaction; fluorescence polarization, His-ERG Ets domain / labelled DNA; P11308; Potency, µM (highest dose often 76.9 µM), for the others: at the top dose FP activity, negative = inhibition, actives largely listed as inhibitors; AID 624246; 370,000 compounds, 0.028% hits; active = well fitted inhibition curve with a large enough effect in the polarisation, with a control signal flat; inconclusive = small, poorly fitted or top-dose-only effect, or effect the other way, or a change in a side signal; inactive = no such curve, though single readings can be large or run the other way; the % refers to the polarisation;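 note: polarization taken with two DNA probes labelled with fluorescein and Texas red; potency is the fitted concentration of half-maximal effect; % of control where 0% means no effect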
# Target sequence (P11308 whole entry, looked up, the tested form may be a part): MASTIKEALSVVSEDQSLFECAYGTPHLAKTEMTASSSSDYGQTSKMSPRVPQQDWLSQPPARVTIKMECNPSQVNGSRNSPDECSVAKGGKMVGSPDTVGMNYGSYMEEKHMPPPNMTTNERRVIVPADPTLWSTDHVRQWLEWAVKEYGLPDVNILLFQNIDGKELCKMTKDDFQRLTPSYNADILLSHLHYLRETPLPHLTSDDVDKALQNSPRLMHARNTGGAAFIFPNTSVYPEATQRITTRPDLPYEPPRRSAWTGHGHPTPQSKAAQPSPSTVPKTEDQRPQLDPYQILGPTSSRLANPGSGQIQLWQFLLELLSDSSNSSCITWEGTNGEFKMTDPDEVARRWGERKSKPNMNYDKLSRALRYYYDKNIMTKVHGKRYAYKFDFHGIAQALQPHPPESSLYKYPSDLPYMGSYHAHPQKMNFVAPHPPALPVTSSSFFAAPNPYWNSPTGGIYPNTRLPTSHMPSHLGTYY
#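 His-tagged ERG Ets domain (1 uM in the protein solution; 300mM KCl, 50mM Tris-HCl, 1mM EDTA, 1mM DTT, pH 7.5) received compound, then a probe mix of 5 nM fluorescein-DNA and 100nM Texas-615-DNA. Fluorescence polarization was read for both dyes.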
# * marks the source's active call; other numbers are inactive results; ? = inconclusive; nt = no result given; & = joins results of further samples; ! = not confirmed by another sample; [ ] = another dose, or the depositor's remark. Unless noted, calls come from the whole dose curve; as a rule, active = well fitted curve in the direction sought with a large enough effect; inconclusive = small, poorly fitted or top-dose-only effect, or another doubt; inactive = no such curve, though single readings can be large; an effect the other way counts as inactive or inconclusive. These rows are one share of the data (hit frequency here may not be typical).
SMILES,GLS inh,12-LOX inh,RGS4 inh,BAZ2B inh,HP1b chromo inh,G9a inh,PI4K2A block,JMJD2A Tudor inh,ERG Ets-DNA blk
Cc1cccc(Nc2nnc(SC3CCOC3=O)s2)c1C (stereo not drawn),-10%,-10%,-19%,-5%,31%,2%,-3,-4%,2%
COc1ccc(CCCc2n[nH]c(=S)o2)c(C)c1,12%,-16%,-20%,-23%,50%[activator],nt,0,-8%,0%
CS(=O)(=O)N(CC(=O)N1CCc2ccccc2C1)Cc1ccccc1,0%,6%[57.4 µM],-18%,13%,23%,13%[59 µM],-2,-1%,nt
Fc1ccc(CSc2ccc3nnc(-c4cccs4)n3n2)cc1,-3%,-8%,2%,-3%,25%,?,2,-28%,-5%
CCOc1ccc(C(=O)NCC(=O)Nc2ccncc2)cc1OCC,-2%,3%,-15%,-9%,34%,1%[12.7 µM],4,5%,-13%
CCOC(=O)N1CCN(C(=O)N2CCOCC2)CC1,3%,?,-8%,8%,15%,10%[59 µM],4,-2%,-2%
O=C(NCCc1ccccc1)C1CCCN1C(=O)Nc1ccccc1 (stereo not drawn),0%,-8%,-8%,-32%,46%[activator],15%,-5,-1%,15%
COC(=O)Cc1nnc(SCC(=O)Nc2ccccc2)c2ccccc12,10%,19%,?,-24%,61%[activator],-21%,-5,11%,-2%
CCOC(=O)c1c(NC(=O)COC(=O)Cn2c(C(F)(F)F)nc3ccccc32)sc(C)c1C,0%,189%[activator],-20%,-21%,36%,-30%,10,-3%,1%
CN(C(=O)C(C)(C)C)C1c2c(ccc3ccccc23)OCC1CO (stereo not drawn),16%,?,-8%,5%,50%[activator],6%,-2,21%,-4%
O=C(NCc1cccc(Cl)c1)c1cccnc1,-6%,-7%,-4%,-3%,46%[activator],-3%[12.7 µM],7,-5%,-2%
O=S(=O)(Nc1cccnc1)c1ccccc1,-1%,-8%,4%&-3%,-15%,19%&41%,14%[59 µM],7,50µM*!,-2%
CC(=O)c1ccc(Nc2ccc([N+](=O)[O-])c3nonc23)cc1,11%,-4%,9%,?,-9%,?,-16,-30%,21%
Cc1ccc(C(=O)NCCSCc2ccccc2)cc1[N+](=O)[O-],1%,-24%,-8%,-13%,4%,-12%[59 µM],1,-20%,0%
CCCc1cc(=O)n2[nH]c(-c3ccc(Br)cc3)cc2n1,4%,0%,?,-3%,14%,20%[59 µM],0,-8%,-1%
Cc1cc(C(=O)CN2C(=O)NC3(CCCCC3)C2=O)c(C)n1Cc1ccc2c(c1)OCO2,0%,0%,-20%,?,-6%,?,6,?,3%
NNC(=O)c1ccc(-c2ccccc2F)cc1,10%,328%[activator],5%,-3%,48%[activator],nt,-5,-14%,-3%
CCC(C)n1c(=S)[nH]c2ccccc2c1=O (stereo not drawn),2%,-30%,-9%,2%,45%[activator],30%,2,-2%,-9%
COc1nc(Oc2ccc(/C=N/O)cc2)nc(N(C)C)n1,16%,7%,20%,-2%[57.1 µM],24%,-20%[12.7 µM],-2,-2%,nt
CCc1cccc(C)c1NC(=O)COC(=O)c1cc([N+](=O)[O-])ccc1N1CCOCC1,-10%,2%,-42%,2%,22%,7%[0.501 µM],-1,-5%,-5%
CCOc1ccc(NC(=O)CS(=O)CC(=O)NC2CCCc3ccccc32)cc1 (stereo not drawn),-5%,7%,-36%,nt,16%,1%[59 µM],1,-3%,-3%
Nc1cc2c(cc1Cl)-c1ccccc1C2=NO,15%,2%,-34%,nt,-16%,nt,-2,?,nt
CCC(=O)N1CCN=C1SCc1ccc(Cl)cc1,5%,-23%,-12%,11%,41%[activator],11%[59 µM],7,2%,0%
O=C(CN1CCc2ccccc2C1)N1CCN(S(=O)(=O)c2ccccc2)CC1,13%,?,-12%,2%,6%,?,2,-16%,0%
CCCCNc1c(-c2cccc(Sc3ccc(OC)cc3)c2)nc2ccccn12,28%,?,-1%,nt,-12%,nt,0,?,2%
O=C(CSc1ccccc1F)NCCCN1CCCC1=O,-2%,-8%,16%,5%,25%,2%[0.501 µM],7,-7%,-4%
CCC(=O)N1CCc2cc(Br)cc(S(=O)(=O)N3CCCC(C(=O)NCc4ccc(OC)cc4)C3)c21 (stereo not drawn),2%,-14%,8%,0%,23%,-29%[59 µM],0,-10%,-5%
COCCN(C(=O)COC(=O)/C=C/c1ccc(C)o1)c1c(N)n(Cc2ccccc2)c(=O)[nH]c1=O,-1%,406%[activator],?,-21%,18%,?,-18,-2%,-4%
Cc1nn(C)cc1C1C2=C(CC(C)(C)CC2=O)OC2=C1C(=O)CC(C)(C)C2,16%,-25%,15%,7%,29%,-4%[59 µM],-2,-17%,nt
CCOc1ccccc1CNS(=O)(=O)c1cnc[nH]1,0%,2%,14%,-10%,21%,-11%,-5,-11%,5%
CC1=CC=CN2CC(O)CN=C12 (stereo not drawn),0%,2%,-29%,4%,17%,-27%[0.0925 µM],-4,-11%,8%
O=C(Cc1cccc2ccccc12)Nc1ccc(OC(F)F)c(Cl)c1,-2%,-17%,-12%,-5%,46%[activator],5%[59 µM],1,8%,-1%
O=C(NN1C(=O)/C(=C/C=C/c2ccccc2)SC1=S)c1ccncc1,-2%,?,-26%,-33%,-16%,45µM*,-7,-35%,58%[activator]
COc1ccc2[nH]c3nc(SCC(=O)Nc4ccc5c(c4)OCO5)nnc3c2c1,2%,0%[57.4 µM],1%,-9%,0%,-5%,-4,-32%,2%
CCCN1CCN(S(=O)(=O)c2ccc3c(c2)NC(=O)C(C)C(=O)N3)CC1 (stereo not drawn),-5%,-7%,-14%,?,67%[activator],7%,-2,-3%,-5%
CCOc1ccc(NC(=O)Cn2cc(C(=O)c3ccc(C)c(C)c3)c(=O)c3cc(F)ccc32)cc1,2%,-20%,24%,-16%,34%,7%[59 µM],-8,-16%,4%
O=C(COC(=O)c1cccc(S(=O)(=O)N2CCc3ccccc32)c1)Nc1ccc(Cl)cn1,8%,-7%,15%,?,32%,2%[59 µM],-2,-13%,-11%
CCOC(=O)c1cc2c(=O)n3ccccc3nc2n(C(C)C)c1=NC(=O)C(C)(C)Oc1ccc(Cl)cc1,2%,6%,12%,4%,48%[activator],2%[59 µM],0,7%,-7%
O=C(Nc1cccnc1)C1CCCN1S(=O)(=O)c1ccc(Cl)c(Cl)c1 (stereo not drawn),-6%,-19%,0%,0%,17%,10%[12.7 µM],-2,-11%,nt
Cc1ccc(CNC(=O)c2cc3c(=O)n(Cc4ccco4)ccc3nc2C)cc1,1%,?,-3%,-29%,29%,?,-19,-24%,1%
O=C(CCC(=O)OCc1cccc(C(=O)Oc2ccccc2)c1)Nc1cccc2ccccc12,-1%,-1%,-16%,-3%,37%[activator],9%[59 µM],-6,-10%,-5%
Cc1c(C(=O)N2CCOCC2)sc(NC(=O)c2ccc3c(c2)OCO3)c1C#N,14%,-10%,-4%,?,8%,-31%[12.7 µM],-3,-19%,nt
Cc1ccc(-c2cnn(-c3cccc(C(F)(F)F)c3)c2N)cc1,2%,-16%,8%,-1%,21%,20%,-1,-19%,1%
Cc1ccc(C2CC(c3ccccc3OC(F)F)Nc3ncnn32)cc1 (stereo not drawn),17%,0%,-2%,-4%,13%,0%[59 µM],-7,-5%,-6%
COc1ccc(NC(=O)CCNC(=O)c2ccccc2)cc1S(N)(=O)=O,2%,-10%,-2%,3%,-17%,-12%,1,-16%,-9%
O=C(Nc1ccccc1N1CCCCC1)c1cc(S(=O)(=O)N2CCOCC2)ccc1F,12%,-7%,6%,9%,8%,-4%,3,-18%,4%
CCCCOc1ccc(C(=O)NCC(=O)NCC(c2ccc(OC)cc2)N2CCCC2)cc1 (stereo not drawn),8%,0%,-4%,-4%,25%,-8%[2.33 µM],2,-10%,3%
Cc1cc(C(=O)Nc2cnn(Cc3ccc(Cl)cc3Cl)c2)no1,3%,-6%,-36%,-7%,34%,nt,-10,-10%,-2%
COC(=O)c1ccc(NC(=O)CSc2nnc(C)n2CC2CCCO2)cc1 (stereo not drawn),-11%,-3%,-19%,-11%,47%[activator],9%,-2,6%,2%
Cc1c(CNC2CCCCC2)c(C(=O)O)c(C)n1Cc1cccc(Cl)c1,-1%,-11%,1%,-1%,24%,-3%[59 µM],-8,-17%,-3%
O=C(CSc1nncs1)NC(=O)Nc1ccc2c(c1)OCCO2,-10%,-1%,12%,-1%,47%[activator],7%,1,-6%,2%
COc1ccc(NC(=O)CCS(=O)(=O)c2ccccc2)c(OC)c1,-11%,-19%,0%,4%,6%,-2%[59 µM],-3,-18%,8%
CCCN1CCN(CCNC(=O)Nc2ccc(OC)cc2OC)CC1,10%,-14%,18%,-12%,23%,-4%[59 µM],-4,-11%,1%
